# Assay outcomes as filed in PubChem BioAssay.
# KCNQ1 act: human KCNQ1 channel potentiation or activation; P51787; CHO-K1 KCNQ1, thallium flux FluxOR fluorescence; hits give high values; B-score at 10 µM; 0.35% of 310,000 active; AID 2648;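 active = fluorescence ratio B-score, a plate-corrected score, at least three library SD, with initial intensity B-score within 5 SD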
#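 Material: CHO-K1 cells stably expressing KCNQ1. Medium: assay buffer for compound exposure, DMSO matched across wells. Reagent: K+/Tl+ depolarizing stimulus. Compound dosing: single-concentration screen. Times: 37 °C overnight plating, 90-min dark dye load, 20-min compound pretreatment. Technique: FluxOR Tl+ flux fluorescence.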
# SKKanGAS inh: inhibitors of SKKanGAS S. pyogenes growth in kanamycin (SK-promoter or general growth effect); BacTiter-Glo, 6 h; AID 1662; inhibition, % at 7.5 µM; 1.3% of 300,000 active;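 active = mean replicate score, as percent of positive control median, at least 50; inconclusive = mean below 50 but one replicate at or above 50; inactive = mean and every replicate below 50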;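 also: strain carries kanamycin resistance gene driven by streptokinase promoter and grows in 40 µg/ml kanamycin; loss of luminescence reflects streptokinase promoter inhibition or plain growth inhibition; 0% = median of DMSO wells and 100% = positive control at its reference dose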
# KCNQ1 inh: blocks the human KCNQ1 potassium channel. P51787. CHO-K1 KCNQ1, FluxOR thallium flux fluorescence; hits give high values. B-score at 10 µM. 1.3% of 310,000 active;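 active = compounds whose thallium flux B-score, printed positive for inhibition, exceeds three library SD while starting fluorescence stays within three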;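 also: channel opened by potassium depolarization with thallium stimulus after 20 min compound exposure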
# RGS4 block: inhibitors of human RGS4 | B-score at 10 µM | 0.45% of 310,000 active | AID 463165 | HEK293 M3R/RGS4 inducible, Fluo-4 calcium flux; hits give high values; triggered by carbachol at its EC20;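 active = B-score, a plate-corrected calcium signal, over three deviations above library mean, with baseline fluorescence within five deviations of library mean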;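 also: RGS4 expression induced by doxycycline in cells with stable M3 receptor; B-score is computed from the integrated fluorescence ratio over baseline after carbachol; higher B-score means a larger calcium signal and so more RGS4 inhibition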
# TMEM16A act: activators or potentiators of mouse TMEM16A chloride channel. 0.3% of 340,000 active. B-score at 10 µM. Q8BHY3. HEK293 TMEM16A/YFP-H148Q/I152L, iodide quench fluorescence; hits give low values;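 active = fluorescence-ratio B-score plate-corrected deviation score at least 3 library SD below zero, with starting fluorescence score within 5 deviations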;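 also: channel opened by trigger with iodide after compound preincubation; score built on the fluorescence ratio of max minus min over baseline; more negative score means more quench and so TMEM16A activation or potentiation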
# Target sequence (Q8BHY3 whole entry, looked up): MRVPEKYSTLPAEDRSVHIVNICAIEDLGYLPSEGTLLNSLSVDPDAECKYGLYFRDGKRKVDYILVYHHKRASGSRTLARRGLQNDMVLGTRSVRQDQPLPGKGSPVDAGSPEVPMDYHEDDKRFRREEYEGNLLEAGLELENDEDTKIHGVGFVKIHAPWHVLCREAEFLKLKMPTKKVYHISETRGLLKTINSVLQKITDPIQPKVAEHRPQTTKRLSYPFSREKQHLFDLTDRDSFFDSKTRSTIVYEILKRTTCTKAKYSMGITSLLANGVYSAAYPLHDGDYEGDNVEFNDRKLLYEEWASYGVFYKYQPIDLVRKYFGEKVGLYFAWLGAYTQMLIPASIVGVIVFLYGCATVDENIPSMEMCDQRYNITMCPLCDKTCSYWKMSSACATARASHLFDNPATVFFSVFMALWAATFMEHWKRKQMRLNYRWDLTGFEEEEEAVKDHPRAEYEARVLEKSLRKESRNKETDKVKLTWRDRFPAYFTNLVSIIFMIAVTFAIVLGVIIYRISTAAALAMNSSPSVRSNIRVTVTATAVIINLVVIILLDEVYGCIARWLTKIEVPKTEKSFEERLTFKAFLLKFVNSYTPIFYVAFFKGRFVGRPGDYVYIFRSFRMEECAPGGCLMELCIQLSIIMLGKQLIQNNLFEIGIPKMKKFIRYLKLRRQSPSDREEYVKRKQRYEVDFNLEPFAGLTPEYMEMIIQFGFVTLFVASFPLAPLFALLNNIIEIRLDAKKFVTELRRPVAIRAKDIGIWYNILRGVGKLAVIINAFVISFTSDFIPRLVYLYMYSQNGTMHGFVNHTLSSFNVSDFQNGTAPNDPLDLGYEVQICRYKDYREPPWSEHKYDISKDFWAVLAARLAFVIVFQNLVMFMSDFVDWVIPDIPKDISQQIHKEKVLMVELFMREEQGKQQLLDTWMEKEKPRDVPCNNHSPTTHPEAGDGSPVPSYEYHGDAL
# hERG rescue: compounds protecting human hERG from proarrhythmic drug block; activation (rescue from dofetilide block), less the hit threshold, % at 10 µM; Q12809; 0.51% of 310,000 active; CHO-hERG, FluxOR thallium flux, dofetilide IC70 present; AID 1511;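 active = activation above the mean of controls blocked by dofetilide plus 5 SD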;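 also: thallium influx through hERG after potassium depolarization seen as dye fluorescence rise; in these data hits start at about 4.7%; inactives centre near -7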
# ANO1 block: blocks the mouse calcium-activated chloride channel TMEM16A | Q8BHY3 | HEK293 TMEM16A/YFP iodide influx fluorescence, ionomycin | normalized B-score (activity score, 25-100; higher = stronger inhibition) at 10 µM | 1.2% of 310,000 active | AID 588511;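 active = ratio plate-corrected score three or more library SD toward inhibition, starting fluorescence score within five deviations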;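 also: score derived from kinetic fluorescence span divided by baseline fluorescence per well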
# KCNK3 block: human KCNK3 channel inhibition, primary screen. O14649. CHO-KCNK3 thallium flux, FluxOR fluorescence; hits give low values. B-score at 10 µM. 0.84% of 340,000 active. AID 602410;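 active = B-score under library mean minus 4 SD, starting fluorescence ratio at most library mean plus 5 SD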;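 also: more negative B-score means stronger inhibition of thallium flux through KCNK3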
# RGS4 act: potentiators or activators of RGS4; HEK293 M3R/inducible RGS4, carbachol calcium flux Fluo4; hits give low values; B-score at 10 µM; 0.92% of 310,000 active;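 active = B-score of the integrated calcium signal more than 4 SD below the library mean, with starting fluorescence not abnormally high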;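 also: negative B-score means reduced calcium response which marks RGS4 activation or potentiation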
#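 Assay system: Inducible-RGS4 HEK293 cells carrying M3 receptor | Schedule: Compound preincubation 20 min at room temperature before agonist | Signal: Kinetic calcium fluorescence imaging with Fluo4-AM dye, 2 µM | Read-out basis: B score from integrated fluorescence ratio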
# KCNK9 inh: human KCNK9 channel inhibition | 1.2% of 310,000 active | HEK293 KCNK9, FluxOR thallium flux fluorescence; hits give low values | B-score at 10 µM;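 active = ratio B-score over 3 SD below the library mean, with starting fluorescence within 5 SD of its mean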;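 also: negative B-score means less thallium flux so channel inhibition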
# HDAC3 inh: inhibitors of human histone deacetylase 3 | inhibition, % at 8.3 µM | recombinant HDAC3, fluorogenic peptide/trypsin coupled, fluorescence | O15379 | AID 2718 | 0.15% of 320,000 active; in the data active = inhibition above about 26%, passing the limit was not always enough; inconclusive = no clear call, values can overlap the other calls
# Starred values were filed as active, the others as inactive; i = inactive; ? = inconclusive; . = not tested or not shown.
SMILES,KCNQ1 act,SKKanGAS inh,KCNQ1 inh,RGS4 block,TMEM16A act,hERG rescue,ANO1 block,KCNK3 block,RGS4 act,KCNK9 inh,HDAC3 inh
O=C(CSc1ncnc2ccccc12)NCCc1ccccc1,i,-4,i,i,i,-7,i,i,i,i,0
Cc1ccc2c(c1)N(S(=O)(=O)c1ccc(CN3C(=O)c4cccnc4C3=O)s1)CCO2,i,-6,i,i,i,-3,i,i,i,i,0
Cc1ccc(N=Nc2c(C)[nH]n(-c3ccccc3)c2=O)cc1Br,i,-6,i,i,i,-7,i,i,i,i,0
O=C(CCl)N(Cc1ccccc1)c1ccccc1,i,-11,i,i,i,-14,i,i,i,i,-5
O=C(c1ccco1)N1CCN(C(c2ccccc2)c2nnnn2Cc2cccs2)CC1 (configuration not stated),i,3,i,i,i,-6,i,i,i,i,1
CCn1c(C(C)NC(=O)c2cccc(C)c2)n[nH]c1=S (configuration not stated),i,5,i,i,i,-10,i,i,i,i,-3
CCCCNC(=O)c1cc(-c2ccc(OC)cc2)on1,i,4,i,i,i,-4,i,i,i,i,7
O=C(O)C1C2CCC(C2)C1C(=O)Nc1cccc([N+](=O)[O-])c1 (configuration not stated),i,4,i,i,i,-8,i,i,i,i,-1
Cc1c(Cl)cccc1NCC(=O)NN=C1CCCC1,i,17,i,i,i,-8,i,i,i,i,0
O=C(O)c1cccc(NC(=O)c2cccc(S(=O)(=O)N3CCCCC3)c2)c1,i,4,i,i,i,-3,i,i,i,i,0
Cc1cc(C(F)(F)F)n2nc(-c3sccc3-n3cccc3)cc2n1,i,5,i,i,i,-7,i,i,i,i,0
O=C(Nc1nc(-c2ccccc2)cs1)c1ccc(=O)[nH]c1,i,3,i,i,i,-14,25*,i,i,i,-5
Cc1cc(C)c(S(=O)(=O)c2cc(F)ccc2C)c(=O)[nH]1,i,3,i,i,i,-6,i,i,i,i,-13
Cc1cc(N2CCN(c3ccccn3)CC2)n2cc(-c3ccccc3)nc2n1,i,4,i,i,i,-7,i,i,i,i,-8
CCN(CC)S(=O)(=O)c1ccc(C(=O)Nc2cc(C)cc(C)c2)cc1,i,4,i,i,i,-11,i,i,i,i,6
COCCCn1c(=O)/c(=C\c2ccccc2OC(F)F)s/c1=C(/C#N)C(N)=O,i,0,i,i,i,-7,i,i,i,i,0
CCNCc1cc(Br)c(OCC(=O)Nc2ccccc2)c(OC)c1,i,7,i,i,i,-11,i,i,i,i,0
CC(=O)C1=C(C)NC(=O)CC1c1ccc(Br)cc1 (configuration not stated),i,-4,i,i,i,-8,i,i,i,i,-1
O=C(COC(=O)c1cccc2c1C(=O)c1ccccc1C2=O)NC1CCCCC1,i,29,i,i,i,-7,i,i,i,i,8
OCC[C@@H]1C[C@H](O)[C@@H](O)[C@@]2(OCCc3ccccc32)O1,i,-5,i,i,i,-8,i,i,i,i,-2
COc1cc(SC)ccc1C(=O)Nc1ccc2c(c1)OCCO2,i,2,i,i,i,-5,i,i,i,i,3
Cc1cccc(-n2cc(-c3ccccc3)c3c(=O)[nH]cnc32)c1,i,3,i,i,i,-14,i,i,i,-7.2*,6
COc1ccc(CCN(C)Cc2c(O)ccc3ccccc23)cc1OC,i,3,i,i,i,-1,i,i,i,i,-3
N#C/C(=C/c1ccc(N2CCCCC2)o1)C(=O)NCCc1c[nH]c2ccccc12,i,17,7*,i,i,-6,i,i,i,i,3
COc1ccc(NC(=O)c2ccc3nc[nH]c3c2)c(OC)c1,i,1,i,i,i,-12,i,i,i,i,0
OCCN1CCN(CCOc2cccc(Cl)c2)CC1,i,-11,i,i,i,-3,i,i,i,i,4
COc1ccc2c(c1)SC(C)CC2=O (configuration not stated),i,-4,i,i,i,-2,i,i,i,i,-3
O=C(CN1C(=O)/C(=C/c2ccccc2)SC1=S)Nc1cccnc1,i,-8,i,i,i,-7,i,i,i,i,.
CN1CCN(NC(=O)c2cc(Br)ccc2Cl)CC1,i,-3,i,i,i,-7,i,i,i,i,-4
Cc1cc(C)nc(SCC(=O)Nn2cnnc2)n1,i,4,i,i,i,-4,i,i,i,i,-8
COc1ccc(/C=C/C(=O)c2cccc(-n3cnnn3)c2)cc1O,i,8,i,i,i,-12,i,i,i,i,-4
O=C(CCc1nnc2ccc(N3CCCC3)nn12)Nc1ccc(F)c(F)c1,i,1,i,i,i,-5,i,i,i,i,?
COc1ccc(NS(=O)(=O)c2ccc(F)c(Cl)c2)cn1,i,0,i,i,i,-7,i,i,i,i,5
Cc1noc(C)c1CSCC(=O)Nc1cc(Cl)ccc1N1CCOCC1,i,-7,i,i,i,-12,i,i,i,i,0
C/C(=N\NC(=O)c1ccn(C)n1)c1ccco1,i,3,i,i,i,-5,i,i,i,i,5
CCC(=O)N1c2ccc(S(=O)(=O)CCC(=O)N3CCN(c4ccccc4)CC3)cc2CC1C (configuration not stated),i,.,i,i,i,-10,i,i,i,i,-1
O=C(CSc1ccccn1)Nc1cccc2ccccc12,i,2,i,i,i,-2,i,i,i,i,1
CCC(=O)N/C(=N/c1nc(C)cc(C)n1)Nc1ccc(C)cc1,i,-4,i,i,i,-4,i,i,i,i,-1
C=CCCC(=O)Nc1nc(C)c(-c2csc(Nc3cc(OC)ccc3OC)n2)s1,i,16,i,i,i,-4,i,i,i,-8.7*,-4
O=C(C(=O)N1CCN(c2cccc(Cl)c2)CC1)c1cn(CC(=O)N2CCOCC2)c2ccccc12,i,6,i,i,i,-8,i,i,i,i,7
COc1cccc(NC(=O)Nc2nc(SC)ns2)c1,i,49,i,i,i,0,i,i,i,i,12
CCCc1nc(-c2ccccc2O)n(-c2ccccc2)n1,i,15,i,i,i,-9,i,i,i,i,4
COc1cc2c(cc1OC)C(C(=O)O)C(c1ccc(C)o1)N(C)C2=O (configuration not stated),i,0,i,i,i,-6,i,i,i,i,-12
Oc1c(Cl)cc(Cl)cc1C=Nc1ccccc1N1CCCC1,i,36,i,i,.,-4,i,.,i,i,10
Cc1nn(-c2ccccc2)c(Cl)c1/C=N/NC(=O)c1ccccc1F,i,0,i,i,i,-26,i,-11*,i,-14*,9
O=C(COc1ccccc1)OC(C(=O)c1ccccc1)c1ccccc1 (configuration not stated),i,-2,i,i,i,-2,i,i,i,i,-1
COc1ccc(/C=N/N=C(\N)c2nonc2N)cc1OC,i,5,i,i,i,-10,i,i,i,i,3
O=C(Nc1ccccc1)Nc1cccc2ccccc12,i,-1,i,i,i,-7,i,i,i,i,5
S=C(NCc1ccco1)N/N=C/c1ccncc1,i,-2,i,i,i,-7,i,i,i,i,-2
CCOC(=O)C1CCN(C(=O)C2CCCN(S(=O)(=O)c3ccc(OC)c(Cl)c3)C2)CC1 (configuration not stated),i,-1,i,i,i,-12,i,i,i,i,0
Cc1ccc2[nH]cc(CCCN3C(=O)c4ccccc4C3=O)c2c1,i,-4,i,i,i,-10,i,i,i,i,5
COc1ccc(N2CCN(S(=O)(=O)CCNS(=O)(=O)c3ccccc3)CC2)cc1,i,-5,i,i,i,-9,i,i,i,i,-5
c1ccc(-c2n[nH]c3ccccc23)cc1,i,0,i,i,i,-8,i,i,i,i,0
c1cnc(N2CCN(Cc3ccc4c(c3)OCO4)CC2)nc1,i,-2,i,i,i,-6,i,i,i,i,10
CCOc1nc2ccccc2cc1C=O,11*,0,i,i,i,7.1*,i,i,i,i,2
CC(=O)c1c(C)[nH]c(C(=O)COC(=O)c2cccc(S(=O)(=O)N(C)c3ccccc3)c2)c1C,i,7,i,i,i,-3,100*,i,i,i,-6
O=C(N/N=C/c1ccoc1)c1ccccc1Br,i,3,i,i,i,-10,i,i,i,i,-2
C/C(CCc1ccccc1)=N\NC(=O)CCc1ccccc1,i,3,i,i,i,-3,i,i,i,i,-2
Cc1ccc(S(=O)(=O)CC(=O)Nc2ncc([N+](=O)[O-])s2)cc1,i,9,i,i,i,-2,25*,i,i,i,-3
CC(=O)NCCOc1ccc(C(=O)O)cc1,i,-3,i,i,i,-9,i,i,i,i,-6

# Continued.
SMILES,KCNQ1 act,SKKanGAS inh,KCNQ1 inh,RGS4 block,TMEM16A act,hERG rescue,ANO1 block,KCNK3 block,RGS4 act,KCNK9 inh,HDAC3 inh
COc1ccc(NC(=S)N(CCN2CCCCC2)Cc2ccco2)cc1,i,1,i,i,i,-21,i,i,i,i,3
Cc1ccc(-c2csc(=S)n2CC(=O)OCC(=O)NCc2ccc(F)cc2)cc1,i,-7,i,i,.,-13,i,.,i,i,9
COCC(=O)N1CCC(Oc2ccc(C(=O)NCc3csc(C(C)C)n3)cc2)CC1,i,-1,i,i,i,-7,i,i,i,i,2
CSc1nc(N)nc(SCC(=O)C(C)(C)C)c1C#N,i,-1,i,i,i,-10,i,i,i,i,-2
CCCCCC(=O)NNC1=NCC(Cc2ccccc2)S1 (configuration not stated),i,-8,i,i,i,-5,i,i,i,i,6
CCCC1C2CN(C(C)=O)CC=C2C(C#N)=C(N)C1(C#N)C#N (configuration not stated),i,-11,i,i,i,-2,i,i,i,i,-2
COc1cc(-c2nn3c(-c4cccnc4)nnc3s2)cc(OC)c1OC,i,-6,i,i,i,-7,i,i,i,i,-3
COc1ccc(-c2nc3ccccc3n2Cc2ccc(C)cc2)cc1,i,38,i,i,i,-10,i,i,i,i,-7
Cc1ccc(S(=O)(=O)N(CCCN(C)C)Cc2ccc3c(c2)OCO3)cc1,i,8,i,i,i,-13,i,i,i,i,6
Cc1ccc(N(C(=O)Nc2ccccc2)C2=NCCC2)cc1,i,39,i,i,i,-5,i,i,i,i,14
COc1ccccc1CNC(=O)CCS(=O)(=O)c1ccc2c(c1)CC(C)N2C(=O)C1CC1 (configuration not stated),i,3,i,i,i,-9,i,i,i,i,1

# Entries listed so far with a nitro group on carbon, in the order listed:
SMILES,KCNQ1 act,SKKanGAS inh,KCNQ1 inh,RGS4 block,TMEM16A act,hERG rescue,ANO1 block,KCNK3 block,RGS4 act,KCNK9 inh,HDAC3 inh
O=C(O)C1C2CCC(C2)C1C(=O)Nc1cccc([N+](=O)[O-])c1 (configuration not stated),i,4,i,i,i,-8,i,i,i,i,-1
Cc1ccc(S(=O)(=O)CC(=O)Nc2ncc([N+](=O)[O-])s2)cc1,i,9,i,i,i,-2,25*,i,i,i,-3
